High-throughput results deposited in PubChem BioAssay by several laboratories.
CHRM5 PAM = positive allosteric modulators of human muscarinic M5 receptor; 360,000 compounds, 0.3% hits; AID 624038; P08912; activation, % at 3 µM; CHO-K1 hM5, Fluo-8 calcium, ACh EC20 PAM; 0% = ACh EC20, 100% = ACh EC100;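 active = activation above the run cutoff, the mean activation of all test compounds plus 3 SD, cut at about 18% in these data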
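Measured by: Fluo-8 calcium fluorescence; material: human M5 receptor in CHO-K1 cells; schedule: Post-acetylcholine fluorescence recording 140 s; benchmarks: low control EC20 acetylcholine (0%), high control EC100 acetylcholine (100%); read-out: Max/basal fluorescence ratio as % of EC20–EC100 ACh window; compound: single dose, 3 µM nominal final test concentration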
M4 ag = agonists of human muscarinic M4 receptor (CHRM4); P08173; AID 624127; activation, % at 3 µM; 360,000 compounds, 0.14% hits; CHO-K1 hM4/Gqi5, Fluo-8 calcium fluorescence; vehicle 0%, full acetylcholine response 100%;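 active = activation above the run mean over all test wells plus 3 SD, cut at about 32% in these data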;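 note: peak over basal fluorescence ratio per well then scaled between controls; 0% = DMSO wells and 100% = acetylcholine at EC100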
Target sequence (P08173 whole entry, looked up): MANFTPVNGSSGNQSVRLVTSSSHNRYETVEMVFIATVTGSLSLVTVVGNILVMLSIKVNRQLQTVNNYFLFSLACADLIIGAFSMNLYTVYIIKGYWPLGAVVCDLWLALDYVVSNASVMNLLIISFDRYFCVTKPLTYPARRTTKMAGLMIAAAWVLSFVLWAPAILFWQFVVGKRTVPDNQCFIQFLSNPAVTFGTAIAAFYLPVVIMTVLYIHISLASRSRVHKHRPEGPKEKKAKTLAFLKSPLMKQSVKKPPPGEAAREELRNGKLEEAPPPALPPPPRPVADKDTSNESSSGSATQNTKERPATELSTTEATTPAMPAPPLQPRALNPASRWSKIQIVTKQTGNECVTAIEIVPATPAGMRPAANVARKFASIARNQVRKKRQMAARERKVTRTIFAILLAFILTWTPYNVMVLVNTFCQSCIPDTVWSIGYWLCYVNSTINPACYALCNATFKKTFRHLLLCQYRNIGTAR
CHRM1 antagonist = antagonists of human M1 muscarinic receptor. P11229. CHO-K1 hM1, Fluo-8 calcium fluorescence, ACh EC80 antagonist. inhibition, % at 3 µM. 360,000 compounds, 1.3% hits. AID 588852;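 active = percent inhibition above its own plate's cutoff, namely the mean of that plate's compound wells plus 3 SD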;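 note: peak over basal fluorescence ratio during 140 s after agonist addition; 0% = ACh EC80 plus DMSO and 100% = DMSO alone without agonist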
Target sequence (P11229 whole entry, looked up): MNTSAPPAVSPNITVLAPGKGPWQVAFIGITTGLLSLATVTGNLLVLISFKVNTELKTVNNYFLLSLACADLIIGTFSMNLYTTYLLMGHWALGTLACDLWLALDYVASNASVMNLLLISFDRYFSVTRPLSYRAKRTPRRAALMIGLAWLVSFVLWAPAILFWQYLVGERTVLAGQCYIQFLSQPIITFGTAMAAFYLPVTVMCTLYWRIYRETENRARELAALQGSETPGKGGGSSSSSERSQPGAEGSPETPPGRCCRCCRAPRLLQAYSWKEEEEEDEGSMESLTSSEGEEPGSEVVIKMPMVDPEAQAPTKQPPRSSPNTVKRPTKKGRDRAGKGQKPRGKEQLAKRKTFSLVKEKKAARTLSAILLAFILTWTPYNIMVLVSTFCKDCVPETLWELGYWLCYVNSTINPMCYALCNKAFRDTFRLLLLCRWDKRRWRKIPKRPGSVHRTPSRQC
CHRM4 antagonist = antagonists of human muscarinic M4 receptor (CHRM4) | 360,000 compounds, 0.73% hits | P08173 | CHO-hM4 cells, ACh EC80, Fluo-8 calcium fluorescence | inhibition, % at 3 µM;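 active = inhibition above its plate's cutoff, the mean inhibition of sample wells plus 3 SD, cut at about 27% in these data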;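 note: 0% = acetylcholine EC80 with DMSO and 100% = DMSO without agonist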
M5 antag = antagonists of human muscarinic M5 receptor (CHRM5) | inhibition, % at 3 µM | 360,000 compounds, 0.59% hits | P08912 | CHO-hM5 cells, Fluo-8 calcium fluorescence, ACh EC80;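 active = inhibition above a per-plate cutoff, the mean of that plate's test compounds plus 3 SD, cut at about 27% in these data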;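 note: 0% = acetylcholine EC80 with DMSO and 100% = DMSO without agonist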
CHRM1 PAM = human CHRM1 positive allosteric modulation; P11229; CHO-K1 hM1, Fluo-8 calcium fluorescence, ACh EC20; 0% = ACh EC20, 100% = maximal ACh; activation, % at 3 µM; 360,000 compounds, 0.088% hits; AID 588819; in the data active = activation above about 19%, passing the limit was not always enough
CRFBP-R2 agonist = agonists of human CRF-binding protein/CRF-R2 receptor complex | HEK293 CRF-R2/CRF-BP, calcium dye fluorescence (FLIPR); percent of saturating CRF peptide response | activation, % at 13.2 µM | 350,000 compounds, 0.46% hits;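 active = activation of at least 50%, plus an integration ratio under a set limit after plate pattern correction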;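 note: plate controls were neutral control wells without compound for no effect and CRF at EC100 for full effect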
CHRM4 PAM = potentiates acetylcholine response at human M4 receptor. CHO-K1 hM4/Gqi5, Fluo-8 calcium fluorescence, ACh EC20; 0% = ACh EC20, 100% = maximal ACh. activation, % at 3 µM. P08173. 360,000 compounds, 0.4% hits. AID 624126;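 active = activation above its plate's cutoff, the mean activation of sample wells plus 3 SD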; note: some results filed as inactive read as strong as hits
CHRM5 agonist = CHRM5 agonism in calcium assay; activation, % at 3 µM; CHO-K1 hM5 cells, Fluo-8 calcium fluorescence; 0% DMSO wells, 100% maximal acetylcholine response; P08912; 360,000 compounds, 0.19% hits;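 active = activation above the run's mean over test compounds plus 3 SD, cut at about 23% in these data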;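 note: signal is peak over basal fluorescence ratio across the kinetic read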
The depositor's hits bear a star; · = not tested or not shown.

no.	CHRM5 PAM	M4 ag	CHRM1 antagonist	CHRM4 antagonist	M5 antag	CHRM1 PAM	CRFBP-R2 agonist	CHRM4 PAM	CHRM5 agonist	Molecule
1	-8.5	4.9	-4.4	-12.8	4.6	-4.1	3.6	-1.9	-15.7	CCOC(=O)C1(Cc2ccccc2)CCN(C2Cc3ccccc3C2)CC1
2	-2.0	3.8	-3.9	-4.9	4.2	0.5	·	-1.2	-0.6	COc1cccc(C(O)c2nc(-c3ccccc3C)cs2)c1 (centres undefined)
3	-7.2	8.5	-29.9	-9.0	-2.5	6.0	0.5	8.3	3.2	CCc1ccccc1N(CC(=O)N1CCN(c2ccc(F)cc2)CC1)S(C)(=O)=O
4	-11.7	1.3	50.9*	10.4	7.3	-21.2	0.1	-15.1	-7.0	OC(C#CCN1CCOCC1)(c1ccccc1)C1CCCCC1 (centres undefined)
5	-2.4	0.8	-15.2	-3.9	9.1	15.5	-1.5	-4.3	-3.1	COc1cccc(C(C(=O)NC2CCCC2)N(C(=O)c2ccco2)c2cccc(C(C)=O)c2)c1OC (centres undefined)
6	-7.5	-0.7	-6.3	-6.2	12.0	15.6	-0.4	4.5	-1.6	COc1ccc(S(=O)(=O)N2CCCCC2)cc1NC(=O)[C@@H]1CCCN1C(=O)c1cccs1
7	7.0	1.9	-0.6	-6.3	7.8	1.3	3.3	4.1	-0.1	C[C@H](NC(=O)c1[nH]cnc1C(=O)Nc1ccc(Cl)cc1)C(=O)OC(C)(C)C
8	-6.2	10.7	42.6*	7.0	-2.9	-25.5	3.9	-8.2	3.9	COc1ccccc1CN(Cc1nc2ccccc2c(=O)[nH]1)S(=O)(=O)c1ccc2ccccc2c1
9	0.5	1.5	-16.5	-4.0	-3.3	9.2	0.3	5.0	0.2	COc1ccccc1CN1CC(C(=O)NCC2(O)CCCCC2)CCC1=O (centres undefined)
10	0.6	0.9	10.0	17.1	3.2	-5.2	4.9	-8.7	-4.1	Cc1onc(-c2c(Cl)cccc2Cl)c1C(=O)NCCN1CCOCC1
11	2.2	1.2	-2.8	2.1	4.0	7.7	1.0	11.1	0.3	CCc1nc(SCC(=O)N2CCc3ccccc32)c2oc3ccccc3c2n1
12	-1.4	-0.8	-6.7	-12.3	1.6	15.8	3.1	6.5	-2.4	CCN(CC)c1ccc2c(C)c(CO)c(=O)oc2c1
13	-5.8	-0.4	10.7	18.0	2.1	-12.2	0.1	-6.1	-5.8	CCN(CC)C(=O)c1ccc2nc(-c3ccccc3)c(-c3ccccc3)nc2c1
14	-36.0	1.9	100.0*	99.6*	99.7*	-26.3	0.0	-17.9	-21.1	OC(C#CCN1CCCCC1)(c1ccccc1)c1ccccc1
15	-6.1	0.8	-37.1	7.4	-7.6	1.4	-1.5	6.9	-0.8	O=C1NC(c2cccs2)Nc2sc3c(c21)CCCC3 (centres undefined)
16	4.4	-1.8	1.2	4.5	-3.8	-6.2	-1.8	-3.0	0.5	COc1ccccc1OC(=O)c1cc(Cl)nc2ccccc12
17	-10.2	0.9	33.1*	14.2	8.0	-24.7	-0.3	-14.1	-21.0	COc1ccc(F)c(CN(C)CC2CCCN(CCc3ccc(F)cc3)C2)c1 (centres undefined)
18	-2.2	0.8	15.3	-7.4	4.7	-9.7	-1.1	3.6	0.7	COc1ccccc1NC(=O)NCCN1C(=O)C2C3C=CC(C3)C2C1=O (centres undefined)
19	-7.2	0.7	11.0	8.8	8.6	-8.7	1.6	-4.0	-5.7	CC(O)[C@H]1CN=C(N)N1CCc1cc(C(F)(F)F)cc(C(F)(F)F)c1 (some centres undefined)
20	-1.2	2.4	-13.0	-18.9	9.8	8.5	0.2	6.5	-3.6	O=C1CN(C(=O)CNC(=O)c2cccc(Cl)c2)c2ccccc2N1

Part of the list above in order of number of heavy atoms, ascending.
no.	CHRM5 PAM	M4 ag	CHRM1 antagonist	CHRM4 antagonist	M5 antag	CHRM1 PAM	CRFBP-R2 agonist	CHRM4 PAM	CHRM5 agonist	Molecule
16	4.4	-1.8	1.2	4.5	-3.8	-6.2	-1.8	-3.0	0.5	COc1ccccc1OC(=O)c1cc(Cl)nc2ccccc12
11	2.2	1.2	-2.8	2.1	4.0	7.7	1.0	11.1	0.3	CCc1nc(SCC(=O)N2CCc3ccccc32)c2oc3ccccc3c2n1
13	-5.8	-0.4	10.7	18.0	2.1	-12.2	0.1	-6.1	-5.8	CCN(CC)C(=O)c1ccc2nc(-c3ccccc3)c(-c3ccccc3)nc2c1

Records listed above that bear a hit mark in CHRM4 antagonist:
no.	CHRM5 PAM	M4 ag	CHRM1 antagonist	CHRM4 antagonist	M5 antag	CHRM1 PAM	CRFBP-R2 agonist	CHRM4 PAM	CHRM5 agonist	Molecule
14	-36.0	1.9	100.0*	99.6*	99.7*	-26.3	0.0	-17.9	-21.1	OC(C#CCN1CCCCC1)(c1ccccc1)c1ccccc1

Carrying on.
no.	CHRM5 PAM	M4 ag	CHRM1 antagonist	CHRM4 antagonist	M5 antag	CHRM1 PAM	CRFBP-R2 agonist	CHRM4 PAM	CHRM5 agonist	Molecule
21	9.3	1.8	-22.2	-5.3	-6.8	12.5	-2.6	12.3	-2.3	COc1ccc(NC(=O)Cn2cnc3c(cnn3-c3ccc(C)c(C)c3)c2=O)c(OC)c1
22	-1.3	1.2	-2.7	-0.2	-1.0	3.5	-0.4	4.9	-1.5	COc1ccc(S(=O)(=O)NCc2ccc(C(=O)O)cc2)cc1
23	-1.7	7.1	-1.2	-5.7	3.5	8.2	-1.5	6.7	-0.4	Cc1ccccc1-c1cc(C(=O)NCc2ccco2)n(CC2CC(c3cccnc3)=NO2)n1 (centres undefined)
24	10.6	-1.4	1.3	1.9	-16.5	-0.8	-1.9	-0.5	1.0	Cc1ccc(-c2noc(CN(C(=O)CCN3C(=O)c4ccccc4C3=O)C(C)C)n2)cc1
25	-2.0	0.0	-11.9	-8.4	0.6	1.1	-2.1	-2.8	-2.9	COc1ccc(C(c2nnnn2C2CCCC2)N2CCc3ccccc3C2)cc1OC (centres undefined)
26	3.4	1.1	-7.2	-4.0	-10.8	2.8	·	2.1	1.3	NC(Cc1ccc(Cl)cc1)c1csc(Nc2cc(NCCCO)ncn2)n1 (centres undefined)
27	4.8	0.5	-17.4	-0.4	6.3	11.2	-1.2	1.4	-0.5	COc1ccc(/C=N/NC(=O)Cn2cnc3c2c(=O)n(C)c(=O)n3C)cc1
28	-2.9	0.6	16.4	-9.3	3.3	-10.4	0.3	3.2	2.4	CCOC(=O)C1CCCN(c2c(Nc3cccc(C)c3)c(=O)c2=O)C1 (centres undefined)
29	2.2	1.0	1.1	-1.7	-3.0	-0.4	2.8	4.6	-1.6	CCC(=O)NS(=O)(=O)c1cccnc1Nc1ccc(Cl)cc1
30	1.2	0.0	2.3	-4.5	-1.0	-0.1	-0.8	1.4	-5.1	COc1ccc(NC(=O)C(CC(C)C)NC(=O)C2CCC(C)CC2)c(OC)c1 (centres undefined)
31	0.0	0.5	-0.8	-12.7	-9.7	7.4	0.3	10.8	0.2	Cc1ccccc1NC(=O)Cn1cnc2c1c(=O)n(C)c(=O)n2C
32	-12.0	10.2	-2.7	-7.9	4.8	0.9	0.1	-0.5	5.6	NC(=O)c1ccsc1NC(=O)COC(=O)c1ccccc1F
33	3.7	-3.1	-9.0	-4.2	7.8	3.9	1.4	12.0	0.5	Cc1ccc(N(CN2CCCC2=O)C(=O)c2ccc(C)c(C)c2)cc1
34	-37.6	23.0	37.3*	32.6*	33.6*	-17.6	-3.6	-15.6	2.7	CN(c1ccccc1)S(=O)(=O)c1cccc(NC(=O)c2ccc(Cl)c([N+](=O)[O-])c2)c1
35	3.4	-0.6	-4.5	29.1*	-12.9	0.6	-1.2	-11.8	0.8	CC[C@]12c3[nH]c4ccc(OC)cc4c3CCN1C(=O)C(CC(=O)NCc1ccc(OC)c(OC)c1)C[C@@H]2C(=O)N1CCN(C(=O)C2CC2)CC1 (some centres undefined)
36	-3.0	0.0	8.9	13.0	3.3	2.7	-2.1	-6.8	-1.4	CN(Cc1cc2ccccc2[nH]c1=O)S(C)(=O)=O
37	0.4	-0.1	-4.9	-1.5	-7.0	5.4	-1.1	3.5	-0.4	O=C(N(c1ccccc1)c1ccccc1)n1ccnc1
38	-3.5	-0.5	3.0	6.2	10.0	0.9	-6.3	-10.6	-0.4	CCCCNc1ccc(C(=O)O)cc1
39	0.9	-0.2	-4.0	4.7	-7.5	5.6	0.7	-4.7	-1.2	CC(=O)Nc1cccc(Oc2cnc3ccccc3n2)c1
40	6.4	-0.4	-20.5	-11.8	9.2	18.6	-2.2	6.6	-3.6	Brc1ccc(N=Nc2ccc3ccccc3n2)cc1
41	-6.3	-0.6	0.9	3.4	2.4	2.6	-0.3	-2.8	0.2	CCCCNc1nc(CC)c2c(c1C#N)CCCC2
42	-11.0	1.9	5.8	-6.1	15.9	-4.3	1.0	4.9	1.2	O=[N+]([O-])c1cc(S(=O)(=O)Nc2ccccc2)ccc1N1CCN(c2ccccc2)CC1
43	1.0	1.0	-15.8	1.5	10.5	6.0	2.1	-2.1	2.3	O=C(Nc1ccc(CN2CCOCC2)cc1)c1ccco1
44	1.4	-1.1	-1.6	3.6	3.3	4.3	0.6	-0.8	2.1	COc1ccc(/C=C(\NC(=O)c2ccco2)C(=O)NC(Cc2ccccc2)C(=O)O)cc1 (centres undefined)
45	-3.9	0.5	-7.9	-12.8	0.3	4.0	-0.8	0.1	-1.5	CCOC(=O)C(C)Oc1cccc2c(=O)n(CC(=O)N3CCc4ccccc43)ccc12 (centres undefined)
46	-1.8	-0.6	-7.2	6.5	-2.4	3.2	3.3	-2.6	0.4	Cc1ccc(-c2nn(-c3ccccc3)cc2C2SCC(=O)N2Cc2ccccc2)o1 (centres undefined)
47	-5.7	0.3	-4.8	-4.2	31.5*	9.0	1.1	2.2	-8.6	Cc1ccc(-n2c(SCC(=O)Nc3ccc(Cl)cc3)nc(O)cc2=O)cc1
48	1.7	2.4	-14.7	4.3	0.5	14.6	-1.1	6.3	-3.0	Cc1cccc2sc(NC(=O)[C@@H]3CCCN3C(=O)c3cccs3)nc12
49	-4.5	1.1	-8.2	0.3	0.1	3.3	-1.8	-0.2	1.4	COc1cccc(NC(=O)CN2CCC(NC(=O)c3ccccc3C)CC2)c1
50	-3.6	1.7	-3.3	-11.1	-1.2	0.8	-0.3	-1.0	-2.0	CCC1Oc2ccccc2N(CC(=O)NCCC2=CCCCC2)C1=O (centres undefined)
